LMPTP inh: blocks human LMPTP phosphatase | AID 651560 | inhibition, % at 20 µM | P24666 | recombinant LMPTP-A, OMFP fluorogenic substrate, fluorescence intensity | actives 0.22% (n = 360,000);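 active means compounds that cut the enzyme signal by at least half of the control window in the single-dose screen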;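 further: plate controls were DMSO wells with enzyme plus substrate for no effect and substrate without enzyme for full effect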
Target sequence (P24666 whole entry, looked up): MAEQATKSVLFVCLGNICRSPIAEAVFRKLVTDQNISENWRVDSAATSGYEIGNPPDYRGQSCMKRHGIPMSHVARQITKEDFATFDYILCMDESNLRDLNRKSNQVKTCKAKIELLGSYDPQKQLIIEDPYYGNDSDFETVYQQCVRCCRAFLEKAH
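test system = LMPTP-A | amount = 0.625 nM LMPTP-A final | reagent = fluorogenic phosphatase substrate OMFP at 400 µM final | incubation = 50 min at room temperature | benchmarks = no-enzyme low control, uninhibited high control | medium = Bis-Tris pH 6.0, DTT, detergent | signal = fluorescence intensity of OMFP turnover product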
STEP inh: inhibitors of human striatal-enriched phosphatase STEP; actives 0.25% (n = 360,000); inhibition, % at 20 µM; recombinant STEP, OMFP fluorogenic substrate, fluorescence; P54829;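 active means inhibition at 20 µM, scaled per plate between control wells, above about 37%, limit read from the data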;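 further: 0% = DMSO with enzyme and substrate and 100% = substrate only without enzyme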
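medium = Bis-Tris buffer pH 6.0, 2.5 mM DTT, 0.005% Tween 20 | test system = STEP (striatal-enriched tyrosine phosphatase) enzyme, cell-free | measure = normalized % inhibition | compound dosing = 20 µM, 1% DMSO | also added = 25 µM OMFP | schedule = reaction 20 min, ambient temperature | measured by = fluorescence read at 480 nm ex / 540 nm em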
CSN inh: inhibitors of human CSN-mediated cullin deneddylation. Q92905. Purified CSN, SCF-Nedd8-OG deneddylation, fluorescence polarization. inhibition, % at 12.5 µM. actives 0.38% (n = 360,000). AID 651999;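 active means pattern-corrected inhibition above about 35%, with an unprinted fluorescence ratio check between 0.5 and 1.5, limit read from the data, passing the limit was not always enough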;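 further: 0% = enzyme with substrate and 100% = substrate without enzyme; some results filed as inactive read as strong as hits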
Target sequence (Q92905 whole entry, looked up, one chain of several): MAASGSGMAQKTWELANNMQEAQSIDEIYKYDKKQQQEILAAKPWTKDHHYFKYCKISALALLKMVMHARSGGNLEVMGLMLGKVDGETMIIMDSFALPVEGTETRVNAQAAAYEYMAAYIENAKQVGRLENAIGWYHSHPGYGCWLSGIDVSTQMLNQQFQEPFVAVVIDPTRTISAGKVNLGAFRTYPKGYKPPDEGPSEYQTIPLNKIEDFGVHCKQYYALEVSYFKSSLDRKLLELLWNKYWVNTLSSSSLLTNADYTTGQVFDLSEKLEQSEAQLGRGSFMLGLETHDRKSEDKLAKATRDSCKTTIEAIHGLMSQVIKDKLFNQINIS
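Schedule: reaction 90 min, room temperature / Assay system: HEK293T-derived human Csn5 enzyme / Input: Csn5 at 0.24 nM final / Measure: inhibition of Csn5 cleavage, % / Control set: substrate-only high control, full reaction low control / Technique: fluorescence polarization of the substrate / Buffer or medium: Tris/NaCl/DTT buffer, pH 7.5 / Reagent: SCFSkp2-Nedd8OG substrate at 10 nM final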
DNMT1 block: blocks human DNA methyltransferase DNMT1; DNMT1 molecular beacon, Hinp1I cleavage, fluorescence; P26358; inhibition (reported as % activation of signal), % at 10 µM; actives 0.83% (n = 360,000); in the data active means inhibition above about 50%
SUMO1 PPI mod: modulators of human SUMO1-mediated protein-protein interactions. SUMO1 binding to a labelled peptide, TR-FRET, 1 h. inhibition, % at 20 µM. actives 0.33% (n = 360,000). AID 602429; in the data active means inhibition above about 37%
Target sequence (P63165 whole entry, looked up): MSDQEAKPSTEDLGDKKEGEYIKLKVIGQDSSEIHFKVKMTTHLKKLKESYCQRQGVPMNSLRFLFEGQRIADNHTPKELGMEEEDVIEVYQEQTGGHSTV
Rpn11 inh: Rpn11 (human) deubiquitinase inhibition | calls only at 20 µM | O00487 | actives 0.59% (n = 360,000) | human 26S proteasome, Ub4-pepOG fluorescence polarization; 20S core pre-blocked with epoxomicin;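 active means inhibition at 20 µM, scaled to each plate's controls, above about 33%, limit read from the data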
Target sequence (O00487 whole entry, looked up): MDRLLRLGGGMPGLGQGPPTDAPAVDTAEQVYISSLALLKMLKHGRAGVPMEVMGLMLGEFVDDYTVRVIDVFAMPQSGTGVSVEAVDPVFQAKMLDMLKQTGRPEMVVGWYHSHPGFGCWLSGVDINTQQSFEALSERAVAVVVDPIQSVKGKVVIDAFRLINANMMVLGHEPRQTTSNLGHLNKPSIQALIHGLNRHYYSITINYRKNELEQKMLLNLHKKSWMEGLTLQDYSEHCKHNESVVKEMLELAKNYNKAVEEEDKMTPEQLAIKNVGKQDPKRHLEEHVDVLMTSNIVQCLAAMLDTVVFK
NadD block: inhibitors of Staphylococcus aureus NadD | AID 602399 | actives 0.78% (n = 360,000) | inhibition, % at 20 µM | purified NadD enzyme, colorimetric absorbance read-out; in the data active means inhibition above about 26%; further: some compounds past the cut are filed as inactive
PABP1 MLLE inh: inhibitors of microRNA-mediated deadenylation, human PABP1 MLLE binding. P11940. GST-MLLE / FITC-PAM2 fluorescence polarization. inhibition, % at 20 µM. actives 0.36% (n = 360,000); in the data active means inhibition above about 35%, passing the limit was not always enough;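 further: plate controls were DMSO wells with GST-MLLE for no effect and wells lacking GST-MLLE protein for full effect; some results filed as inactive read as strong as hits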
Tb MetRS inh: Trypanosoma brucei MetRS inhibition; inhibition, % at 11.9 µM; actives 0.4% (n = 360,000); purified T. brucei MetRS, ATP depletion, Kinase-Glo luminescence; AID 624268;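 active means inhibition above a per-plate cutoff of the control wells' mean inhibition plus 3 SD, cut at about 5.5% in these data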;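 further: 0% = DMSO wells median and 100% = median of wells with control inhibitor compound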
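Assay system: T. brucei methionyl-tRNA synthetase, purified | Medium: HEPES buffer with MgCl2, KCl, DTT, spermine, BSA, pyrophosphatase | Compound: 11.9 µM single point | Incubation: 15 min enzyme-compound preincubation, 2 h reaction, 10 min detection, 25 °C | Measured by: Kinase-Glo luciferase luminescence reporting remaining unconsumed ATP | Measure: % inhibition normalized to control-well medians | Replication: Singlicate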
Scp-1 inhibitor: inhibitors of human Scp-1 phosphatase. Q9GZU7. actives 0.88% (n = 340,000). inhibition, % at 20 µM. Recombinant Scp1, phosphopeptide, malachite green phosphate absorbance;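 active means inhibition above about 50% at 20 µM, limit read from the data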;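 further: plate controls were DMSO wells with enzyme for no effect and wells lacking enzyme for full effect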
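Material: truncated SCP-1 phosphatase (76-261aa) / Buffer or medium: 50 mM Tris acetate pH 5.5, 0.005% Tween-20, 10 mM MgCl2 / Compound dosing: one concentration, 20 µM, with 1.0% DMSO / Incubation: 45 min room-temperature reaction, 5 min colour, 30 min stabiliser / Detection: colorimetric free-phosphate detection, absorbance 630 nm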
The depositor's hits bear a star.

What do the screens show for `O=C(N/N=C\c1cccnc1)c1cc(-c2ccccc2)nc2c(Cl)cccc12`?
LMPTP inh: 3.4; STEP inh: 2.0; CSN inh: 2.1; DNMT1 block: -3.9; SUMO1 PPI mod: -8.1; Rpn11 inh: inactive; NadD block: 8.0; PABP1 MLLE inh: -8.2; Tb MetRS inh: 0.2; Scp-1 inhibitor: -6.1

Results for O=C(O)c1ccc(NC(=O)c2ccc(COc3ccccc3)o2)cc1 ?
LMPTP inh: -0.7; STEP inh: -3.0; CSN inh: -1.0; DNMT1 block: 2.3; SUMO1 PPI mod: 0.1; Rpn11 inh: inactive; NadD block: -2.7; PABP1 MLLE inh: 8.8; Tb MetRS inh: 0.1; Scp-1 inhibitor: -13.1

What do the screens show for `CCOC(=O)OCC(=O)C1(O)CCC2C3CCC4=CC(=O)CCC4(C)C3C(O)CC21C` (stereo not drawn)?
LMPTP inh: 2.9; STEP inh: 1.5; CSN inh: 1.7; DNMT1 block: 1.3; SUMO1 PPI mod: 9.9; Rpn11 inh: inactive; NadD block: 4.3; PABP1 MLLE inh: 2.3; Tb MetRS inh: -0.1; Scp-1 inhibitor: -10.4

Results for COn1c(-c2ccc(Cl)cc2Cl)nc2ncccc21 ?
LMPTP inh: 0.1; STEP inh: 1.8; CSN inh: 4.8; DNMT1 block: 4.3; SUMO1 PPI mod: -1.5; Rpn11 inh: inactive; NadD block: -2.0; PABP1 MLLE inh: -12.5; Tb MetRS inh: -0.9; Scp-1 inhibitor: -0.5

How did COCCCNC(=O)CSc1nc2ccccc2c(=O)n1CCc1ccc(S(N)(=O)=O)cc1 do in these assays?
LMPTP inh: -1.3; STEP inh: -3.4; CSN inh: 5.5; DNMT1 block: 3.0; SUMO1 PPI mod: 1.1; Rpn11 inh: inactive; NadD block: 0.8; PABP1 MLLE inh: -20.6; Tb MetRS inh: -0.3; Scp-1 inhibitor: -1.8

How did O=C(c1ccc2c(c1)CCN2S(=O)(=O)c1ccccc1)N1CCN(c2ccc(F)cc2)CC1 do in these assays?
LMPTP inh: 2.6; STEP inh: -0.8; CSN inh: -3.0; DNMT1 block: -3.1; SUMO1 PPI mod: -1.0; Rpn11 inh: inactive; NadD block: -0.6; PABP1 MLLE inh: -8.1; Tb MetRS inh: 0.9; Scp-1 inhibitor: 21.5

Results for Cc1ccc(S(=O)(=O)N2C[C@@H]3c4ccccc4N(S(=O)(=O)c4ccc(C)cc4)[C@@H]3[C@@H](C)C2CC(=O)c2ccccc2)cc1 (stereo partly drawn) ?
LMPTP inh: -0.3; STEP inh: 5.2; CSN inh: -3.7; DNMT1 block: 3.6; SUMO1 PPI mod: 0.4; Rpn11 inh: inactive; NadD block: 11.9; PABP1 MLLE inh: 6.2; Tb MetRS inh: -1.5; Scp-1 inhibitor: -8.0

Results for COc1ccc(S(=O)(=O)N2CCOC2CNC(=O)C(=O)NCCCc2ccccc2)cc1 (stereo not drawn) ?
LMPTP inh: 0.1; STEP inh: -0.9; CSN inh: 0.8; DNMT1 block: -3.5; SUMO1 PPI mod: 0.0; Rpn11 inh: inactive; NadD block: -2.7; PABP1 MLLE inh: -8.6; Tb MetRS inh: 0.0; Scp-1 inhibitor: -22.1

How did c1coc(-c2ccnc3ncnn23)c1 do in these assays?
LMPTP inh: -0.7; STEP inh: -3.3; CSN inh: 4.7; DNMT1 block: 7.9; SUMO1 PPI mod: -12.9; Rpn11 inh: inactive; NadD block: 8.1; PABP1 MLLE inh: 15.3; Tb MetRS inh: -0.2; Scp-1 inhibitor: -12.5

What do the screens show for `O=C(O)c1ccc(Nc2cccc(F)c2)c([N+](=O)[O-])c1`?
LMPTP inh: -0.1; STEP inh: -1.1; CSN inh: -0.5; DNMT1 block: 0.2; SUMO1 PPI mod: -30.8; Rpn11 inh: inactive; NadD block: -3.6; PABP1 MLLE inh: -2.9; Tb MetRS inh: -0.9; Scp-1 inhibitor: 0.4

What do the screens show for `CC(=O)c1sc2nsc(SCCN3CCCC3)c2c1N`?
LMPTP inh: 2.3; STEP inh: 22.2; CSN inh: 0.1; DNMT1 block: -4.9; SUMO1 PPI mod: -15.1; Rpn11 inh: inactive; NadD block: 1.2; PABP1 MLLE inh: 18.4; Tb MetRS inh: -0.4; Scp-1 inhibitor: -3.8

What do the screens show for `COC(=O)c1sccc1NC(=O)c1c(Cl)cnn1C`?
LMPTP inh: 0.6; STEP inh: 0.6; CSN inh: 1.7; DNMT1 block: -0.5; SUMO1 PPI mod: -3.2; Rpn11 inh: inactive; NadD block: -13.0; PABP1 MLLE inh: 4.3; Tb MetRS inh: 0.0; Scp-1 inhibitor: -6.9

Results for Cc1cc(NC(=O)c2cc(-c3cccc(OCC(C)C)c3)nc3ccccc23)no1 ?
LMPTP inh: 2.3; STEP inh: 0.2; CSN inh: -1.6; DNMT1 block: -0.1; SUMO1 PPI mod: -1.9; Rpn11 inh: inactive; NadD block: 16.8; PABP1 MLLE inh: 13.7; Tb MetRS inh: 0.3; Scp-1 inhibitor: 4.0

How did O=C(N/N=C/c1sc(=O)[nH]c1-[n+]1ccc2ccccc2c1)c1ccccc1[O-] do in these assays?
LMPTP inh: 2.2; STEP inh: 1.1; CSN inh: 4.4; DNMT1 block: -1.1; SUMO1 PPI mod: -18.9; Rpn11 inh: inactive; NadD block: 5.4; PABP1 MLLE inh: 8.5; Tb MetRS inh: 0.7; Scp-1 inhibitor: -5.7

What do the screens show for `COc1ccccc1C(=O)c1ccccc1C(=O)c1ccccc1`?
LMPTP inh: 0.4; STEP inh: 1.0; CSN inh: -5.9; DNMT1 block: -4.0; SUMO1 PPI mod: -5.6; Rpn11 inh: inactive; NadD block: -3.4; PABP1 MLLE inh: 10.7; Tb MetRS inh: -0.6; Scp-1 inhibitor: -12.4

Results for CCN(CC)C(=O)C1=C(C)N(CCCOC)C(=O)C(CC(=O)NCc2cccs2)C1 (stereo not drawn) ?
LMPTP inh: -1.2; STEP inh: 2.6; CSN inh: -1.7; DNMT1 block: 2.6; SUMO1 PPI mod: 0.4; Rpn11 inh: inactive; NadD block: -3.6; PABP1 MLLE inh: 13.0; Tb MetRS inh: 0.5

Results for N#C/C(=C\c1ccccc1OCC(=O)O)c1nc2ccccc2[nH]1 ?
LMPTP inh: -1.2; STEP inh: 3.1; CSN inh: 5.3; DNMT1 block: 0.5; SUMO1 PPI mod: -15.2; Rpn11 inh: inactive; NadD block: -2.4; PABP1 MLLE inh: -6.2; Tb MetRS inh: 0.1; Scp-1 inhibitor: -6.8

What do the screens show for `Nc1nc(Br)c2ccccc2c1-c1ccccc1`?
LMPTP inh: 3.9; STEP inh: 1.5; CSN inh: 0.0; DNMT1 block: -11.6; SUMO1 PPI mod: -3.2; Rpn11 inh: inactive; NadD block: -1.0; PABP1 MLLE inh: 1.0; Tb MetRS inh: 0.6; Scp-1 inhibitor: -4.9

Results for CCc1nc2ccc(C(=O)NCc3ccc(OC)cc3)cn2c1N(CC)CCOC ?
LMPTP inh: -1.2; STEP inh: -1.5; CSN inh: -0.6; DNMT1 block: 1.8; SUMO1 PPI mod: 0.9; Rpn11 inh: inactive; NadD block: -3.4; PABP1 MLLE inh: 0.2; Tb MetRS inh: -0.3

How did Cc1ccccc1NC(=O)C1C2CCC(O2)C1C(=O)O (stereo not drawn) do in these assays?
LMPTP inh: -1.0; STEP inh: -3.4; CSN inh: 3.4; DNMT1 block: 2.2; SUMO1 PPI mod: -1.5; Rpn11 inh: inactive; NadD block: 0.0; PABP1 MLLE inh: -5.6; Tb MetRS inh: 0.1; Scp-1 inhibitor: -3.3

What do the screens show for `Oc1ccc2ccccc2c1C=NCc1ccccc1`?
LMPTP inh: 0.4; STEP inh: 1.4; CSN inh: -2.4; DNMT1 block: -5.4; SUMO1 PPI mod: -30.1; Rpn11 inh: inactive; NadD block: -2.8; PABP1 MLLE inh: 0.2; Tb MetRS inh: 0.0; Scp-1 inhibitor: -13.9

How did CNC(=O)CCCCCNS(=O)(=O)c1ccc(C)cc1 do in these assays?
LMPTP inh: 0.6; STEP inh: 0.9; CSN inh: 1.7; DNMT1 block: -1.6; SUMO1 PPI mod: 0.4; Rpn11 inh: inactive; NadD block: 3.1; PABP1 MLLE inh: 0.2; Tb MetRS inh: 0.1; Scp-1 inhibitor: 2.6

How did CSc1nnc(C(C)(C)C)c(=O)n1/N=C/c1ccc(Cl)cc1 do in these assays?
LMPTP inh: -2.9; STEP inh: -2.2; CSN inh: 4.2; DNMT1 block: 0.1; SUMO1 PPI mod: 2.0; Rpn11 inh: inactive; NadD block: -5.0; PABP1 MLLE inh: 8.0; Tb MetRS inh: -0.7; Scp-1 inhibitor: 29.2

How did CCc1cc(C(=O)N(CC(C)C)c2c(N)n(Cc3ccccc3)c(=O)[nH]c2=O)sc1C do in these assays?
LMPTP inh: -0.6; STEP inh: -0.2; CSN inh: 3.9; DNMT1 block: 3.6; SUMO1 PPI mod: 5.3; Rpn11 inh: inactive; NadD block: 5.2; PABP1 MLLE inh: -15.9; Tb MetRS inh: -0.5; Scp-1 inhibitor: 5.3

Results for COc1ccc(NC(=O)N(C)C[C@H]2OCCCC[C@H](C)Oc3ccc(NS(=O)(=O)c4cn(C)cn4)cc3C(=O)N([C@H](C)CO)C[C@@H]2C)cc1 ?
LMPTP inh: -1.5; STEP inh: -2.4; CSN inh: -0.1; DNMT1 block: 1.3; SUMO1 PPI mod: 5.1; Rpn11 inh: inactive; NadD block: 11.2; PABP1 MLLE inh: -25.0; Tb MetRS inh: -0.8

Results for CCOC(=O)[C@H]1[C@H]2COc3ccc(OC)cc3[C@@H]2N2C(=O)CN(Cc3ccc(OC)cc3)C(=O)[C@@]12C ?
LMPTP inh: 0.6; STEP inh: -0.4; CSN inh: 1.2; DNMT1 block: -1.8; SUMO1 PPI mod: -2.0; Rpn11 inh: inactive; NadD block: -5.4; PABP1 MLLE inh: -8.4; Tb MetRS inh: 0.5; Scp-1 inhibitor: -5.8

Source: PubChem BioAssay (several laboratories)
